Source: PubChem (several laboratories)
MLLE-PAM2 inh: inhibitors of microRNA-mediated deadenylation, human PABP1 MLLE binding | P11940 | GST-MLLE / FITC-PAM2 fluorescence polarization | inhibition, % at 20 µM | 360,000 tested, 0.36% active | AID 588489; in the data active means inhibition above about 35%, passing the limit was not always enough;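 further: plate controls were DMSO wells with GST-MLLE for no effect and wells lacking GST-MLLE protein for full effect; some results filed as inactive read as strong as hits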
Target sequence (P11940 whole entry, looked up): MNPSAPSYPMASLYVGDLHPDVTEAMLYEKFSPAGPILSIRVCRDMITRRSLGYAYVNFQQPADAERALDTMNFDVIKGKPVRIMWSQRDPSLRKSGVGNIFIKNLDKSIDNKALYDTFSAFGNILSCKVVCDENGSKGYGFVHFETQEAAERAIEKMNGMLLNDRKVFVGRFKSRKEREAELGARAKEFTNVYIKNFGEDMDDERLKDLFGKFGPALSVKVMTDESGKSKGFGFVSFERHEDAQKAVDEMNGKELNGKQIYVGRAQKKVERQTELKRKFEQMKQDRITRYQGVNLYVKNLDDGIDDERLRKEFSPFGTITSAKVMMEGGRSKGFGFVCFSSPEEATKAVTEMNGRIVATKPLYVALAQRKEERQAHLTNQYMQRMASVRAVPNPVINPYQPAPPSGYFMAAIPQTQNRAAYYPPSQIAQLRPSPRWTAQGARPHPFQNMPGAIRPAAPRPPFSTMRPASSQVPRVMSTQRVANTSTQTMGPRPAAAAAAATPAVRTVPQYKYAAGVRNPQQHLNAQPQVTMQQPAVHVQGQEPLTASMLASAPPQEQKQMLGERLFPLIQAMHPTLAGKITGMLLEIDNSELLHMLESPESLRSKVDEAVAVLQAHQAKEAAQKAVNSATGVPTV
Neddyl block: blocks human cullin neddylation; calls only at 25 µM; 360,000 tested, 0.58% active; AID 651699; TR-FRET cullin neddylation, biochemical; in the data active means inhibition above about 36%
CSN deneddyl inh: inhibitors of human CSN-mediated cullin deneddylation | AID 651999 | Q92905 | inhibition, % at 12.5 µM | 360,000 tested, 0.38% active | Purified CSN, SCF-Nedd8-OG deneddylation, fluorescence polarization;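 active means pattern-corrected inhibition above about 35%, with an unprinted fluorescence ratio check between 0.5 and 1.5, limit read from the data, passing the limit was not always enough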;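 further: 0% = enzyme with substrate and 100% = substrate without enzyme; some results filed as inactive read as strong as hits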
Target sequence (Q92905 whole entry, looked up, one chain of several): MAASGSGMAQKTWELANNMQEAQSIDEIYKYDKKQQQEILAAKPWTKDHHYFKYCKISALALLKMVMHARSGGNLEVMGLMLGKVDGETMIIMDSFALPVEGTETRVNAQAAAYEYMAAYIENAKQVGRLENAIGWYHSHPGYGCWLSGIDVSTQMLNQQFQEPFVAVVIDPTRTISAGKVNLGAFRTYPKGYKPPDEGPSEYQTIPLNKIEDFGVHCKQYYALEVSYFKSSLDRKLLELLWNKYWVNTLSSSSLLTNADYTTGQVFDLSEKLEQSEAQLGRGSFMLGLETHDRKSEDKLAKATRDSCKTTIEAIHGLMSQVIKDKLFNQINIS
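assay system = purified human Csn5 enzyme expressed in HEK293T cells | amount = 0.24 nM enzyme | buffer or medium = Tris/NaCl/DTT buffer, pH 7.5 | reagent = 10 nM SCFSkp2-Nedd8OG | compound = one concentration, 12.5 µM, 0.25% DMSO | times = 90 min reaction at room temperature | signal = FP | read-out basis = % inhibition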
Tb MetRS inh: Trypanosoma brucei MetRS inhibition. purified T. brucei MetRS, ATP depletion, Kinase-Glo luminescence. inhibition, % at 11.9 µM. 360,000 tested, 0.4% active. AID 624268;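 active means inhibition above a per-plate cutoff of the control wells' mean inhibition plus 3 SD, cut at about 5.5% in these data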;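 further: 0% = DMSO wells median and 100% = median of wells with control inhibitor compound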
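Measured by: Kinase-Glo luciferase luminescence reporting remaining unconsumed ATP. Material: purified T. brucei MetRS enzyme. Doses: 11.9 µM compound single dose, 0.9% DMSO. Medium: HEPES buffer containing pyrophosphatase, BSA, spermine, DTT. Times: 15 min preincubation, 2 h reaction, all 25 °C. Reagent: methionine, ATP and bulk E. coli tRNA.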
eLon inh: E. coli protease La inhibition | P0A9M0 | 360,000 tested, 0.42% active | inhibition, % at 7.94 µM | purified E. coli Lon protease, fluorescence polarization; in the data active means inhibition above about 13%, passing the limit was not always enough;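 further: 0% = enzyme with probe and DMSO and 100% = no enzyme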
MsrA inh: bovine MsrA inhibition | 360,000 tested, 0.75% active | AID 651718 | purified bovine MsrA, absorbance read-out | inhibition, % at 15.5 µM; in the data active means inhibition above about 4.5%;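 further: 0% = vehicle wells with enzyme and 100% = reference inhibitor wells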
FAS TE block: inhibitors of human fatty acid synthase thioesterase domain | inhibition, % at 15 µM | recombinant FAS-TE, OMFH fluorogenic substrate, fluorescence endpoint | 360,000 tested, 0.67% active | AID 602261 | P49327;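 active means compounds whose normalised, plate-corrected inhibition of enzyme fluorescence in the single-dose primary screen is 50% or more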;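 further: 0% = DMSO with enzyme and 100% = substrate without enzyme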
Rin1-Abl PPI inh: inhibitors of human Rin1-Abl protein interaction | 360,000 tested, 0.4% active | P00519+Q13671 | inhibition, % at 7.35 µM | TR-FRET Rin1/Abl binding, biochemical; in the data active means inhibition above about 5%, passing the limit was not always enough
bovine MsrA act: activates bovine MsrA enzyme; purified bovine MsrA, absorbance read-out; 360,000 tested, 0.3% active; activation, % at 10.6 µM; AID 602163; in the data active means activation above about 7.5%;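 further: 0% = vehicle and 100% = reference activator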
Starred values were filed as active, the others as inactive; i = inactive; nt = no result given. Random draw from the library; any-hit rate near 4%.

Keys: A = MLLE-PAM2 inh; B = Neddyl block; C = CSN deneddyl inh; D = Tb MetRS inh; E = eLon inh; F = MsrA inh; G = FAS TE block; H = Rin1-Abl PPI inh; I = bovine MsrA act
compound: COc1cc(CNC(=O)c2cc(C(=O)NCc3cc(OC)cc(OC)c3)n(C)n2)cc(OC)c1
  A: 12	B: i	C: -2	D: -0.5	E: 5	F: -0.8	G: 6	H: 0	I: -2
compound: Cn1c(N=Cc2ccc([N+](=O)[O-])cc2)c(N)c(=O)n(C)c1=O
  A: 2	B: i	C: -8	D: -0.5	E: -5	F: 0.8	G: 0	H: 0	I: -9
compound: CN(CC(=O)O/N=C(\N)c1ccc([N+](=O)[O-])cc1)S(=O)(=O)c1ccccc1
  A: 0	B: i	C: -4	D: -1.1	E: 7	F: -0.8	G: 10	H: 0	I: 2
compound: COc1ccccc1NC(=O)CCC(=O)N1CC(C)Oc2ccc(C)cc21 (stereo not drawn)
  A: 3	B: i	C: -3	D: 0.3	E: 3	F: 0.5	G: 7	H: -1	I: 0
compound: CCN1CCCC1CNC(=O)C(=O)NC1CC1 (stereo not drawn)
  A: -2	B: i	C: 1	D: -0.3	E: 1	F: -0.6	G: -11	H: 2	I: -4
compound: CCCC1(C(=O)OC)NC(c2ccc(OC)c(OC)c2)C2C(=O)N(c3ccc4c(c3)OCO4)C(=O)C21 (stereo not drawn)
  A: 0	B: i	C: -1	D: -1.1	E: -1	F: -0.2	G: -4	H: 6	I: -10
compound: O=C(c1cccc(Cl)c1)N1CCN(c2ccc3c(c2)C2CC3CCN2C(=O)OCc2ccccc2)CC1 (stereo not drawn)
  A: 6	B: i	C: 4	D: -0.9	E: -6	F: 0.3	G: 18	H: 1	I: -3
compound: Cc1c(NC(=O)COc2cccc(F)c2)c(=O)n(-c2ccccc2)n1C
  A: 5	B: i	C: -1	D: -0.1	E: -4	F: -0.7	G: -6	H: 3	I: -1
compound: O=S(=O)(NCC(c1ccco1)N1CCCCC1)c1ccccc1C(F)(F)F (stereo not drawn)
  A: -1	B: i	C: -2	D: -0.5	E: -7	F: 0.2	G: 10	H: -2	I: 4
compound: Cc1cc(C)n(C2CC(=O)N(c3ccc(Cl)c(Cl)c3)C2=O)n1 (stereo not drawn)
  A: -1	B: i	C: 4	D: -0.2	E: 0	F: -0.2	G: 4	H: 0	I: -3
compound: COC(=O)c1cccc(NS(C)(=O)=O)c1
  A: -5	B: i	C: -1	D: 0.1	E: -11	F: -0.3	G: -2	H: 0	I: -1
compound: CN(c1ccc(C(=O)NCCSC(C)(C)C)cc1)S(C)(=O)=O
  A: -2	B: i	C: 0	D: -2.2	E: -8	F: -0.1	G: -6	H: -1	I: -11
compound: Cc1ccc(C(=O)N(Nc2nc3ccccc3s2)C(=O)c2ccc(C)cc2)cc1
  A: -56	B: i	C: 0	D: -0.8	E: -2	F: -1.5	G: -5	H: 1	I: -1
compound: CC12CCC(C(=O)Nc3cc(Cl)ccc3Cl)(C/C1=N\O)C2(C)C (stereo not drawn)
  A: -1	B: i	C: -3	D: 0.0	E: -3	F: -0.1	G: -6	H: 1	I: -4
compound: O=C1CC(N2CCN(c3ccccn3)CC2)C(=O)N1c1ccc(F)cc1 (stereo not drawn)
  A: 2	B: i	C: -9	D: -0.9	E: 1	F: -0.4	G: -4	H: 3	I: -10
compound: O=C(CS(=O)(=O)c1ccccc1)Nc1ccc(N2CCOCC2)cc1
  A: -5	B: i	C: 7	D: -0.1	E: -3	F: 0.5	G: 0	H: 4	I: 1
compound: CCn1c(SCC(=O)Nc2cccc(NC(=O)c3cccs3)c2)nnc1-c1ccncc1
  A: 11	B: i	C: 0	D: -1.0	E: -3	F: nt	G: -7	H: 1	I: -4
compound: CCN(CC)CCCn1c2c(c(SCC(=O)Nc3cc(C)cc(C)c3)nc1=O)CCC2
  A: 13	B: i	C: 0	D: -0.3	E: -7	F: 0.4	G: -5	H: 1	I: 0
compound: CC(C)OCCCNC(=O)CCCC(=O)Nc1ccc(OCCc2ccccc2)cc1
  A: 2	B: i	C: -1	D: 0.2	E: -3	F: -1.8	G: 10	H: 2	I: -3
compound: CC(C)(C)Nc1nc(Oc2ccc(=O)n(-c3ccccc3)n2)nc(N2CCOCC2)n1
  A: -1	B: i	C: 0	D: 0.6	E: 1	F: -0.3	G: -2	H: -1	I: 2
compound: Cc1cc(C)c(C#N)c(Cl)n1
  A: 4	B: i	C: -6	D: -0.6	E: -10	F: -0.4	G: -6	H: 3	I: -4
compound: Cc1cc(O)c(C(=O)/C=C/c2ccccc2)c(=O)o1
  A: -20	B: i	C: 11	D: -0.6	E: -87	F: 0.6	G: -6	H: 3	I: 1
compound: O=S1(=O)CC(N2CCCC2)CN1Cc1cn(Cc2ccccc2)nn1 (stereo not drawn)
  A: nt	B: i	C: -7	D: 0.0	E: -2	F: 0.1	G: -15	H: nt	I: -2
compound: Cc1nn(-c2cccc(Cl)c2)c(Cl)c1/C=N/NC(=O)c1cccnc1
  A: 7	B: i	C: -7	D: -0.7	E: -5	F: 0.3	G: 13	H: -4	I: -2
compound: CSc1nc(N)nc2c1ncn2CC(=O)N1CCN(c2ccccn2)CC1
  A: 7	B: i	C: -5	D: -1.8	E: -7	F: 1.1	G: -9	H: -6	I: -9

Next part (five carried over from the part before).
Keys: A = MLLE-PAM2 inh; B = Neddyl block; C = CSN deneddyl inh; D = Tb MetRS inh; E = eLon inh; F = MsrA inh; G = FAS TE block; H = Rin1-Abl PPI inh; I = bovine MsrA act
compound: Cc1cc(C)c(C#N)c(Cl)n1
  A: 4	B: i	C: -6	D: -0.6	E: -10	F: -0.4	G: -6	H: 3	I: -4
compound: Cc1cc(O)c(C(=O)/C=C/c2ccccc2)c(=O)o1
  A: -20	B: i	C: 11	D: -0.6	E: -87	F: 0.6	G: -6	H: 3	I: 1
compound: O=S1(=O)CC(N2CCCC2)CN1Cc1cn(Cc2ccccc2)nn1 (stereo not drawn)
  A: nt	B: i	C: -7	D: 0.0	E: -2	F: 0.1	G: -15	H: nt	I: -2
compound: Cc1nn(-c2cccc(Cl)c2)c(Cl)c1/C=N/NC(=O)c1cccnc1
  A: 7	B: i	C: -7	D: -0.7	E: -5	F: 0.3	G: 13	H: -4	I: -2
compound: CSc1nc(N)nc2c1ncn2CC(=O)N1CCN(c2ccccn2)CC1
  A: 7	B: i	C: -5	D: -1.8	E: -7	F: 1.1	G: -9	H: -6	I: -9
compound: Cc1ccc(CNC(=O)COC(=O)CN2C(=O)C3CC=CCC3C2=O)cc1 (stereo not drawn)
  A: 9	B: i	C: 1	D: -0.2	E: -4	F: -0.9	G: -3	H: 4	I: 0
compound: Cc1cccc(N(CC(=O)NCc2ccco2)C(=O)CCC(=O)Nc2ccccn2)c1C
  A: 9	B: i	C: -2	D: 0.1	E: -2	F: 0.0	G: -2	H: -1	I: 0
compound: COc1ccc(OC)c(NC(=O)[C@H]2CC=CC[C@H]2C(=O)O)c1
  A: -8	B: i	C: -4	D: 0.0	E: -3	F: 1.2	G: -6	H: -1	I: -2
compound: O=C(Nc1ccc(N2CCOCC2)c(Cl)c1)C1CCCCC1
  A: -6	B: i	C: -3	D: -0.2	E: -6	F: -1.3	G: -2	H: 3	I: -2
compound: CCCS(=O)(=O)c1ccc(COC(=O)c2ccc(NC(C)=O)cc2)cc1
  A: 15	B: i	C: 6	D: 0.5	E: -3	F: 0.0	G: 6	H: 4	I: -1
compound: CC1CCCCN1c1ncnc2ccccc12 (stereo not drawn)
  A: -6	B: i	C: -8	D: -1.1	E: 5	F: 1.9	G: -4	H: 1	I: -10
compound: C[C@@H]1CN([C@@H](C)CO)C(=O)CCCn2cc(nn2)CO[C@H]1CN(C)S(=O)(=O)c1ccc(Oc2ccccc2)nc1
  A: 1	B: i	C: -5	D: -1.0	E: -6	F: 0.2	G: -8	H: -4	I: 0
compound: C=CCOc1ccc(/C(CC)=N/O)cc1OC
  A: 2	B: i	C: -3	D: -0.3	E: 1	F: 0.2	G: -5	H: 1	I: -4
compound: COc1ccc(NC(=O)/C=N/O)cc1
  A: 3	B: i	C: -14	D: -1.0	E: -1	F: 1.0	G: -14	H: -1	I: -9
compound: CCCCn1c(=O)c2ccccc2c2ccccc2c1=O
  A: 5	B: i	C: -4	D: 0.2	E: 8	F: -0.8	G: 24	H: -3	I: -1
compound: CC(OC(=O)CSc1ccc([N+](=O)[O-])cc1)C(=O)NCc1ccccc1 (stereo not drawn)
  A: 32	B: i	C: -6	D: -0.4	E: -1	F: nt	G: 35	H: -3	I: -2
compound: CCC(=O)Nc1cccc(C2=NOC3(C2)C[C@@H](C(N)=O)N(C(=O)C(c2ccccc2)c2ccccc2)C3)c1 (stereo partly drawn)
  A: -1	B: i	C: 1	D: -0.2	E: -9	F: 1.1	G: 3	H: 0	I: -1
compound: Cc1ccc(C)c(-n2nnnc2SCC(=O)Nc2cccc(-c3nnc4n3CCCCC4)c2)c1
  A: -36	B: i	C: -1	D: -1.4	E: -4	F: -0.8	G: -1	H: 0	I: -8
compound: Cc1onc(-c2ccccc2)c1C(=O)Nc1sc2c(c1C#N)CCC2
  A: -12	B: i	C: 20	D: 0.7	E: -4	F: 0.4	G: 12	H: -1	I: 0
compound: NC(Cc1ccc(C(F)(F)F)cc1)c1csc(Nc2ccc(S(N)(=O)=O)cc2)n1 (stereo not drawn)
  A: -16	B: i	C: 3	D: 0.0	E: -12	F: 0.2	G: -5	H: 0	I: -1
compound: Cn1c(N)c(C(=O)COC(=O)Cc2cccs2)c(=O)n(C)c1=O
  A: 9	B: i	C: 1	D: -0.1	E: -5	F: -0.9	G: -8	H: 1	I: -3
compound: O=C(CSc1nnc(NC(=O)Cc2ccccc2)s1)NCc1ccco1
  A: 1	B: i	C: -3	D: -0.3	E: 3	F: -0.4	G: 5	H: 1	I: -9
compound: Cc1ccc(-n2cc(-c3ccccc3)[nH]c2=O)cc1F
  A: -8	B: i	C: -1	D: -1.0	E: 7	F: 0.9	G: -7	H: -6	I: -3
compound: Nc1c(S(=O)(=O)c2cccs2)c2nc3ccccc3nc2n1CC1CCCO1 (stereo not drawn)
  A: 9	B: nt	C: 3	D: -0.4	E: 2	F: nt	G: 1	H: -5	I: -3
compound: S=C(c1c[nH]c2ccc(Br)cc12)N1CCOCC1
  A: 8	B: i	C: 1	D: 0.2	E: -6	F: 1.1	G: -7	H: 4	I: -10
compound: COc1ccccc1-c1ccc(/C=C2/C=C(C)OC2=O)o1
  A: -27	B: nt	C: 12	D: -0.6	E: -31	F: 0.6	G: 6	H: 1	I: -4
compound: COc1cccc(Cn2c(-c3cccs3)noc2=O)c1
  A: 12	B: i	C: -5	D: -1.8	E: -1	F: -1.0	G: 2	H: 0	I: -12
compound: O=C(COC(=O)c1cccc(F)c1)NCCC1=CCCCC1
  A: 2	B: i	C: -2	D: 0.1	E: -2	F: -0.4	G: -4	H: 0	I: 0
compound: COc1ccccc1NC(=O)N(c1c(N)n(Cc2ccccc2)c(=O)[nH]c1=O)C1CCCC1
  A: 18	B: i	C: 1	D: -0.6	E: -1	F: -1.8	G: -12	H: 3	I: 0
compound: Cc1cccc(N/C(N)=N/c2nc3c(c(=O)[nH]2)CCCC3)c1
  A: -14	B: i	C: -3	D: -0.5	E: -1	F: 1.6	G: -4	H: -3	I: -4
compound: Cn1c(/N=C/c2c[nH]c3ccccc23)nc2ccccc21
  A: 1	B: i	C: -2	D: 1.0	E: 1	F: -0.3	G: -3	H: 2	I: -3
compound: O=C(c1ccc(=O)oc1)N1CCC(C(O)(c2ccccc2)c2ccccc2)CC1
  A: 0	B: i	C: 1	D: -0.3	E: -7	F: 2.3	G: -3	H: -2	I: -3
